High-throughput results deposited in PubChem BioAssay by several laboratories.
MBD2 inh: inhibitors of human MBD2 binding to methylated oligonucleotide; Q9UBB5; inhibition, % at 4.4 µM; 370,000 tested, 0.31% active; TR-FRET; in the data active = inhibition above about 13%
Target sequence (Q9UBB5 whole entry, looked up): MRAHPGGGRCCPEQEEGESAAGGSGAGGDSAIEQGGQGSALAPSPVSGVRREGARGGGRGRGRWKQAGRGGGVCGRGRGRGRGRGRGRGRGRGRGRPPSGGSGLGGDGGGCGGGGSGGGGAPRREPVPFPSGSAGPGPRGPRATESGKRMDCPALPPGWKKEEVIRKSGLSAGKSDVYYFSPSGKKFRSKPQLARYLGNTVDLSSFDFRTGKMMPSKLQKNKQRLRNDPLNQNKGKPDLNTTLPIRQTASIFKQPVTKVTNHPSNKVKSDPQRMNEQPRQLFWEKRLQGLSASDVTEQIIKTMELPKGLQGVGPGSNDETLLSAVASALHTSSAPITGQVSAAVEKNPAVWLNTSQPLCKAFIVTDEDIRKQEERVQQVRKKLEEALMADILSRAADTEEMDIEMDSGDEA
HTRA1 inhibitor: blocks human HTRA1 serine peptidase | Q92743 | recombinant HTRA1, FP-rhodamine activity-based probe, fluorescence polarization | inhibition, % at 5.96 µM | 340,000 tested, 0.5% active; in the data active = inhibition above about 36%;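 note: 0% = enzyme with DMSO and 100% = wells lacking enzyme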
SIAE inh: inhibitors of human sialic acid acetylesterase SIAE; SIAE FP-Rh probe binding, fluorescence polarization; 370,000 tested, 0.69% active; Q9HAT2; inhibition, % at 9.66 µM;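 active = inhibition above a cutoff: mean of compounds within the control limits plus 3 SD of those, cut at about 17% in these data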;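 note: 0% = plate median of compound wells and 100% = probe without SIAE protein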
mABHD4 FP: inhibits mouse alpha/beta hydrolase domain 4; Q8VD66; purified mABHD4, FP-Rh probe fluorescence polarization; inhibition, % at 8.92 µM; 370,000 tested, 0.54% active; AID 720543;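 active = inhibition exceeding the mean over every tested compound plus 3 SD, cut at about 30% in these data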;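 note: 0% = plate median of compound wells and 100% = S159A mutant with DMSO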
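Test system: mABHD4 protein | Buffer or medium: HEPES pH 7.0 buffer, 150 mM NaCl, 0.01% Pluronic F-127 | Probe or stimulus: FP-Rh fluorescent activity-based probe, added after compound pre-incubation | Timing: Pre-incubation 45 min, probe exposure 60 min, at 25 °C | Technique: Fluorescence polarization, excitation 525 nm, emission 598 nm, BODIPY TMR filters | Repeats: Single well per compound (singlicate)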
PRMT1 inh: PRMT1 (human) inhibition, primary screen; Q99873; recombinant PRMT1, activity-based probe fluorescence polarization; inhibition, % at 2.79 µM; 370,000 tested, 1.3% active;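 active = inhibition above about 21% made by adding two undisclosed values, limit read from the data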
Target sequence (Q99873 whole entry, looked up): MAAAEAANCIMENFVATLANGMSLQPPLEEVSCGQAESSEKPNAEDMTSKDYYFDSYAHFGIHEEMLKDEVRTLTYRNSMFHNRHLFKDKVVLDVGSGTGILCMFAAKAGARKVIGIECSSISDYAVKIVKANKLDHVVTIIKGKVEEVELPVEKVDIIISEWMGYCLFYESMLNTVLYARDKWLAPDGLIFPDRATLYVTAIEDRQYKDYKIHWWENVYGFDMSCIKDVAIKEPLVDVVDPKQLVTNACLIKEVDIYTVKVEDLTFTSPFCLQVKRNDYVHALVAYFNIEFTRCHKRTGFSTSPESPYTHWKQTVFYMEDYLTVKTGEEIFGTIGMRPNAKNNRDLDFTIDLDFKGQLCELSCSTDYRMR
LEDGF integ inh: blocks HIV-1 LEDGF/p75-dependent DNA integration; inhibition, % at 3.7 µM; 370,000 tested, 0.64% active; AID 743269; TR-FRET IN-LEDGF/p75 DNA integration, Eu/Cy5;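 active = inhibition above the screen-wide mean plus 3 SD, cut at about 13% in these data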;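 note: signal is the Cy5 over europium emission ratio at 671 and 618 nm; 0% = plate median of compound wells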
TCR CD3 inh: inhibitors of human TCR-CD3 interaction; TAMRA-labeled TCR probe fluorescence, biochemical; inhibition, % at 9.4 µM; 360,000 tested, 0.37% active; in the data active = inhibition above about 19%;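 note: recombinant mutant TCR 2C K166C tagged with TAMRA read by polarization; 0% = receptor in buffer alone and 100% = receptor with positive control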
NPR2 activator: GC-B (human) receptor activation; P20594; AID 1920062; 370,000 tested, 0.11% active; activation, % at 10 µM; HEK293-GC-B cells, CNP EC30, cGMP TR-FRET; 0% at EC30 CNP, 100% saturating CNP;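 active = activation at 10 µM reaching about 35% in either raw or pattern-adjusted values, limit read from the data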
TDP2 absorb: blocks human TDP2 phosphodiesterase activity. 370,000 tested, 0.34% active. inhibition, % at 12.8 µM. recombinant TDP2, T5PNP hydrolysis, p-nitrophenol absorbance 415 nm;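 active = inhibition above the mean of all tested compounds plus 3 SD, set per campaign, cut at about 25% in these data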;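 note: 0% = DMSO with enzyme and 100% = buffer with substrate but no TDP2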
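Test system: Human TDP2 enzyme | Reagent: 5 mM T5PNP | Compound dosing: 12.8 µM single point, 1% DMSO | Incubation: Enzyme reaction with compound for 2 h at 37 °C | Technique: p-Nitrophenol epi absorbance | Read-out: % inhibition relative to enzyme-containing and enzyme-free wells | Benchmarks: High control without enzyme, low control DMSO plus TDP2 | Replicates: Singlicate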
rCAG RNA binder: molecules binding r(CAG) RNA repeats; 370,000 tested, 1.3% active; r(CAG) RNA repeat, TO-PRO-1 dye displacement fluorescence; inhibition, % at 3 µM; AID 651821;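 active = inhibition above the plate cutoff, the mean of all test compounds on that plate plus 3 SD, cut at about 35% in these data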;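 note: 0% = DMSO alone and 100% = 100 µM mitoxantrone as full dye displacement; higher means more dye released from RNA so lower well fluorescence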
* hit, by the source's call.

CC(C)C[C@@H]1O[C@H](CCc2ccccc2)Cc2[nH]c(=S)[nH]c(=O)c21 was read as MBD2 inh 2, SIAE inh 2, mABHD4 FP 5, PRMT1 inh 2, LEDGF integ inh 0, TCR CD3 inh 1, NPR2 activator -12, TDP2 absorb -1 and rCAG RNA binder 22.
`COc1cc(OC)c2c(N)c(C#N)c(C(F)(F)C(F)(F)F)nc2c1` gave MBD2 inh 8, HTRA1 inhibitor -7, SIAE inh -1, mABHD4 FP -14, PRMT1 inh 3, LEDGF integ inh 4, TCR CD3 inh 2, NPR2 activator -13, TDP2 absorb -11 and rCAG RNA binder 3.
For Cc1ccccc1-n1c(-c2ccncc2)n[nH]c1=S the results were MBD2 inh -4, HTRA1 inhibitor 2, SIAE inh 2, mABHD4 FP 8, PRMT1 inh 3, LEDGF integ inh -1, TCR CD3 inh 9, NPR2 activator 1, TDP2 absorb 2 and rCAG RNA binder -1.
COc1ccc(NS(=O)(=O)c2ccc(N3CCOCC3)c(NC(=O)c3ccco3)c2)cc1 was read as MBD2 inh 3, HTRA1 inhibitor -4, SIAE inh -9, mABHD4 FP 5, PRMT1 inh 5, LEDGF integ inh -7, TCR CD3 inh -13, NPR2 activator 1, TDP2 absorb -1 and rCAG RNA binder 2.
O=C(CSc1nc2c(c(=O)n1-c1ccc(Cl)cc1)SCC2)Nc1ccc2c(c1)OCCO2 was read as MBD2 inh -1, HTRA1 inhibitor 5, SIAE inh -15, mABHD4 FP -11, PRMT1 inh -4, LEDGF integ inh 0, TCR CD3 inh 4, NPR2 activator -6, TDP2 absorb -22 and rCAG RNA binder 8.
For O=C(CCNS(=O)(=O)c1ccc(Br)cc1)N1CCCCCCC1 the results were MBD2 inh 9, HTRA1 inhibitor -2, SIAE inh -6, mABHD4 FP -3, PRMT1 inh 8, LEDGF integ inh 0, TCR CD3 inh 1, NPR2 activator 3, TDP2 absorb 0 and rCAG RNA binder -3.
For COc1cc(/C=C(/NC(=O)c2ccccc2)C(=O)N2CCN(C)CC2)c([N+](=O)[O-])cc1OC the results were MBD2 inh 3, HTRA1 inhibitor 3, SIAE inh 3, mABHD4 FP 1, PRMT1 inh -3, LEDGF integ inh 0, TCR CD3 inh -3, NPR2 activator 0, TDP2 absorb 4 and rCAG RNA binder -8.
COc1ccccc1NC(=O)Cc1csc(NC(=S)Nc2ccc(C)cc2)n1 was read as MBD2 inh 6, HTRA1 inhibitor -29, SIAE inh -22, mABHD4 FP -20, PRMT1 inh 5, LEDGF integ inh 4, TCR CD3 inh 0, NPR2 activator -14, TDP2 absorb -7 and rCAG RNA binder 29.
Cc1onc(-c2ccccc2)c1-c1n[nH]c(=S)n1-c1ccccc1 was read as MBD2 inh 1, HTRA1 inhibitor 0, SIAE inh -4, mABHD4 FP 0, PRMT1 inh 1, LEDGF integ inh -2, TCR CD3 inh 1, NPR2 activator 6, TDP2 absorb 1 and rCAG RNA binder 2.
Screening CS(=O)(=O)c1ccc(Cl)c(NC(=O)COC(=O)CCc2c[nH]c3ccccc23)c1 returned MBD2 inh 2, HTRA1 inhibitor -1, SIAE inh 0, mABHD4 FP -6, PRMT1 inh -3, LEDGF integ inh 0, TCR CD3 inh -5, NPR2 activator 1, TDP2 absorb 0 and rCAG RNA binder 4.
`O=C(c1ccccc1F)N1CCN(S(=O)(=O)c2ccc(S(=O)(=O)N3CCCCCC3)cc2)CC1` gave MBD2 inh 0, HTRA1 inhibitor 0, SIAE inh -10, mABHD4 FP 4, PRMT1 inh -5, LEDGF integ inh -2, TCR CD3 inh 7, NPR2 activator 3, TDP2 absorb -5 and rCAG RNA binder 2.
`Cc1ccccc1N(CC(=O)NC1CCCCC1)C(=O)CCC(=O)Nc1nccs1` gave MBD2 inh 3, HTRA1 inhibitor 1, SIAE inh -4, mABHD4 FP 8, PRMT1 inh 4, LEDGF integ inh -7, TCR CD3 inh -4, NPR2 activator -1, TDP2 absorb -5 and rCAG RNA binder -9.
Screening COC(=O)[C@]12C[C@H](CC(=O)N3CCC(c4ccccc4)CC3)C(=O)N(Cc3cccc4ccccc34)C1=C[C@H](C(C)C)O[C@@H]2C1CC1 returned MBD2 inh 4, SIAE inh -3, mABHD4 FP -5, PRMT1 inh 0, LEDGF integ inh -1, NPR2 activator 5, TDP2 absorb -2 and rCAG RNA binder 7.
`Cc1ccc(-c2noc(CN(C(=O)Cc3ccccc3)C(C)C)n2)cc1` gave MBD2 inh 1, HTRA1 inhibitor -11, SIAE inh 1, mABHD4 FP 8, PRMT1 inh 0, LEDGF integ inh 1, TCR CD3 inh 7, NPR2 activator -2, TDP2 absorb 0 and rCAG RNA binder -5.
CC(C)Oc1ccccc1/C=N/NC(=O)c1ccc(F)cc1 was read as MBD2 inh 0, HTRA1 inhibitor -12, SIAE inh 10, mABHD4 FP -6, PRMT1 inh 2, LEDGF integ inh 1, TCR CD3 inh -6, NPR2 activator 1, TDP2 absorb -7 and rCAG RNA binder 0.
Cc1cc(C(=O)CSc2nnc(N)s2)c(C)n1Cc1ccco1 was read as MBD2 inh 2, HTRA1 inhibitor -1, SIAE inh 0, mABHD4 FP -2, PRMT1 inh -1, LEDGF integ inh -2, TCR CD3 inh 1, NPR2 activator 5, TDP2 absorb 8 and rCAG RNA binder 7.
`COc1cccc(-c2cc3nc(-c4ccccc4)cc(N4CCC5(CC4)OCCO5)n3n2)c1` gave MBD2 inh -1, HTRA1 inhibitor -82, SIAE inh -21, mABHD4 FP -18, PRMT1 inh 2, LEDGF integ inh -4, TCR CD3 inh 3, NPR2 activator 2, TDP2 absorb -3 and rCAG RNA binder 5.
For CCOC(=O)Nc1ccc(C(=O)NCC2CCCO2)cc1 (stereo not given) the results were MBD2 inh 4, HTRA1 inhibitor 4, SIAE inh -2, mABHD4 FP -1, PRMT1 inh 2, LEDGF integ inh 1, TCR CD3 inh -3, NPR2 activator 6, TDP2 absorb 4 and rCAG RNA binder -4.
COc1ccc(NC(=O)CC2Oc3ccccc3NC2=O)c(OC)c1 (stereo not given) was read as MBD2 inh 2, HTRA1 inhibitor 3, SIAE inh -1, mABHD4 FP 1, PRMT1 inh 1, LEDGF integ inh 1, TCR CD3 inh 1, NPR2 activator 2, TDP2 absorb -2 and rCAG RNA binder 0.
`O=C(NCCCn1ccnc1)/C(=C\c1ccco1)NC(=O)c1ccco1` gave MBD2 inh -4, HTRA1 inhibitor 3, SIAE inh 0, mABHD4 FP 3, PRMT1 inh 0, LEDGF integ inh 3, TCR CD3 inh 5, NPR2 activator 0, TDP2 absorb -4 and rCAG RNA binder -2.
`Cc1ccc(N2CC(C(=O)N3CCC(C(=O)Nc4cccc(Br)c4)CC3)CC2=O)cc1` (stereo not given) gave MBD2 inh -2, HTRA1 inhibitor -51, SIAE inh -5, mABHD4 FP -8, PRMT1 inh -1, LEDGF integ inh 1, TCR CD3 inh 0, NPR2 activator 1, TDP2 absorb 3 and rCAG RNA binder 2.
`COc1cc(OC)cc(C(=O)N2CCN(c3ccc(N4CCOCC4)nn3)CC2)c1` gave MBD2 inh 4, HTRA1 inhibitor 3, SIAE inh 3, mABHD4 FP 6, PRMT1 inh 3, LEDGF integ inh -1, TCR CD3 inh -2, NPR2 activator 1, TDP2 absorb 5 and rCAG RNA binder -5.
Screening CC1CCN(C(=O)CCNS(=O)(=O)c2ccccc2)CC1 returned MBD2 inh -2, HTRA1 inhibitor -2, SIAE inh 4, mABHD4 FP 8, PRMT1 inh -3, LEDGF integ inh -2, TCR CD3 inh -5, NPR2 activator -3, TDP2 absorb -2 and rCAG RNA binder -1.
For O=C1CCCC/C=C\C[C@H](CC(=O)N(CCO)Cc2ccccc2)C(=O)NC[C@H](c2ccccc2)O1 the results were MBD2 inh 4, HTRA1 inhibitor -4, SIAE inh -4, mABHD4 FP 2, PRMT1 inh -4, LEDGF integ inh 1, TCR CD3 inh 0, NPR2 activator 2, TDP2 absorb -7 and rCAG RNA binder -7.
For CC(=O)Nc1ccc(N(CC(=O)NC2CCCC2)C(=O)CCC(=O)Nc2cc(C)on2)cc1 the results were MBD2 inh 0, HTRA1 inhibitor 5, SIAE inh 6, mABHD4 FP 0, PRMT1 inh 1, LEDGF integ inh 1, TCR CD3 inh 5, NPR2 activator 0, TDP2 absorb 18 and rCAG RNA binder -7.
`NS(=O)(=O)c1ccc(N2N=C(c3ccccc3)CC2c2cccc(F)c2)cc1` (stereo not given) gave MBD2 inh -3, HTRA1 inhibitor -26, SIAE inh 1, mABHD4 FP -36, PRMT1 inh -1, LEDGF integ inh 0, TCR CD3 inh -2, NPR2 activator -3, TDP2 absorb -8 and rCAG RNA binder 12.
CCOc1ccc(-n2c(Cc3cc(=O)[nH]c(=O)[nH]3)nnc2SCC(=O)NC2CCCC2)cc1 was read as MBD2 inh 0, HTRA1 inhibitor 3, SIAE inh 8, mABHD4 FP -3, PRMT1 inh -3, LEDGF integ inh 5, TCR CD3 inh -5, NPR2 activator -2, TDP2 absorb -19 and rCAG RNA binder 6.
For COc1cc(CCC(=O)OCC(=O)Nc2ccc(C)cc2Br)cc(OC)c1OC the results were MBD2 inh -2, HTRA1 inhibitor 0, SIAE inh -1, mABHD4 FP -3, PRMT1 inh -2, LEDGF integ inh -2, TCR CD3 inh 11, NPR2 activator 1, TDP2 absorb 16 and rCAG RNA binder -8.
CCC(=O)c1c[nH]c(C(=O)NCCc2ccccn2)c1 was read as MBD2 inh -2, HTRA1 inhibitor 4, SIAE inh 5, mABHD4 FP 6, PRMT1 inh -2, LEDGF integ inh 1, TCR CD3 inh -1, NPR2 activator 5, TDP2 absorb -1 and rCAG RNA binder -2.
For COC(=O)Nc1ccc(OCc2ccccc2)cc1 the results were MBD2 inh -6, HTRA1 inhibitor -4, SIAE inh 1, mABHD4 FP -2, PRMT1 inh -4, LEDGF integ inh 1, TCR CD3 inh 1, NPR2 activator 1, TDP2 absorb 4 and rCAG RNA binder -2.
`CCOc1ccc(S(=O)(=O)NCc2ccco2)c2ccccc12` gave MBD2 inh -5, HTRA1 inhibitor -15, SIAE inh 2, mABHD4 FP -2, PRMT1 inh 4, LEDGF integ inh 3, TCR CD3 inh 7, NPR2 activator -2, TDP2 absorb -6 and rCAG RNA binder 4.
For N#CC1=C(N)NC(SCC(=O)c2ccc(Cl)cc2)=C(C#N)C12CCCC2 the results were MBD2 inh -3, HTRA1 inhibitor -33, SIAE inh -8, mABHD4 FP 9, PRMT1 inh 3, LEDGF integ inh -2, TCR CD3 inh 7, NPR2 activator -2, TDP2 absorb 6 and rCAG RNA binder 14.
Screening C=CCC1NS(=O)(=O)OC(CCCC)C1O (stereo not given) returned MBD2 inh -3, HTRA1 inhibitor 5, SIAE inh -1, mABHD4 FP 2, PRMT1 inh 0, LEDGF integ inh -1, TCR CD3 inh 9, NPR2 activator 1, TDP2 absorb -1 and rCAG RNA binder -2.

The list is partial; the hit share may differ from the screen's.
